Source: PubChem BioAssay
p53 reactivation: qHTS assay for re-activators of p53 using a Luc reporter; hit rate 0.063% among 320,000; AID 504706, 2011; Potency, µM (doses to about 92.2 µM), inactives show at the top dose activity change, positive = activation, most hits filed as activators; H1299 p53-A138V BP100-luciferase reporter, luminescence, 24 h; also: potency is read from the fitted curve at half-maximal effect; % of control where 0% means no effect; nearly all actives have a fitted effect of over 45% in size
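p53-null H1299 cells stably carrying temperature-sensitive p53-A138V and a BP100-luciferase reporter were pinned with compounds (4-point, 1:5 series) and held 24 hrs at 37 deg C. Luminescence was read 10 min after detection reagent.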
BRCA1 expr up: qHTS Assay to Identify Small Molecule Activators of BRCA1 Expression; MCF7-BRCA1-FFLuc reporter, luminescence, 48 h; response scale: scaled: vehicle 0%, 10 µM genistein 100%; Potency, µM (doses to about 46.1 µM), for the others: at the highest dose activation, hits mostly activators; hit rate 1.1% among 380,000; AID 624202, 2012; also: potency is read from the fitted curve at half-maximal effect; nearly all actives have a fitted effect of over 80% in size; some results filed as inactive show a strong effect at the top dose
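Luminescence from a BRCA1-driven firefly luciferase in MCF7 cells was the read-out, taken 15 min after substrate addition following 48 h compound exposure at 37 °C. Data were normalized to a 10 microM genistein control and DMSO vehicle.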
FLuc counter: qHTS profiling assay for firefly luciferase inhibitor/activator using purifed enzyme and Km concentrations of substrates (counterscreen for miR-21 project); hit rate 6.9% among 360,000; Potency, µM (highest dose often 57.5 µM), for the others: top-dose activity change, negative = inhibition, actives largely listed as inhibitors; AID 588342, 2011; purified FLuc, Km substrates, luminescence inhibition; Luciferin 4-monooxygenase (Photinus pyralis), P08659;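 also: potency is read from the fitted curve at half-maximal effect; plate controls were vehicle for no effect and reference inhibitor for full effect; nearly all actives have a fitted effect of over 55% in size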
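Purified P. pyralis luciferase (10nM final) with 10uM D-luciferin and 10uM ATP (Km levels) in 50mM Tris acetate pH 7.5, 10mM Mg acetate, 0.01% Tween-20, 0.05% BSA; qHTS 6-point titration, ~60 µM downward; luminescence read.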
Gal4-VP16 FLuc: VP16 counterscreen qHTS for inhibitors of ROR gamma transcriptional activity; Drosophila S2 Gal4-VP16 UAS-luciferase, luminescence, 20 h; Potency, µM (series often up to 53.6 µM), for inactives: at the highest dose activity, negative = inhibition, actives largely listed as inhibitors; hit rate 3.5% among 310,000;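 also: Gal4-VP16 expression switched on by copper sulfate through the metallothionein promoter; potency is read from the fitted curve at half-maximal effect; % is scaled to controls: 0 for no effect and ±100 for the full control effect; nearly all actives have a fitted effect of over 50% in size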
Rab9 prom act: qHTS Assay for Rab9 Promoter Activators | Huh7 Rab9 promoter-luciferase reporter, luminescence, 24 h | Potency, µM (highest dose often 9.22 µM), inactives show at the top dose activation, negative = inhibition, hits mostly activators | hit rate 2.8% among 320,000; also: potency is read from the fitted curve at half-maximal effect; % of control where 0% means no effect; nearly all actives have a fitted effect of over 60% in size
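Using Huh7 cells stably transfected with Rab9 promoter–luciferase, compounds were incubated 24 h at 37 °C, 5% CO2; luciferase luminescence was read 10 min after reagent addition.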
ELG1 genotox: qHTS screen for small molecules that induce genotoxicity in human embryonic kidney (HEK293T) cells expressing luciferase-tagged ELG1; Potency, µM (titrated, usually from 46 µM), for inactives: at the top dose activity change, positive = activation, most hits filed as activators; HEK293T ELG1-luciferase reporter, luminescence, 16 h; hit rate 1.3% among 330,000; also: potency is read from the fitted curve at half-maximal effect; % of control where 0% means no effect; nearly all actives have a fitted effect of over 60% in size
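Genotoxicity was scored as increased ELG1-luciferase reporter signal, measured by ONE-Glo luminescence (30 min, room temperature). Compound or vehicle exposure of the HEK293T reporter cells lasted 16 hr at 37°C.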
Tb PFK block: qHTS Assay to Find Inhibitors of T. brucei phosphofructokinase | hit rate 0.17% among 330,000 | Potency, µM (top dose mostly 57.5 µM), for inactives: at the highest dose activity, negative = inhibition, actives largely listed as inhibitors | T. brucei PFK, ADP-Glo luminescence | ATP-dependent 6-phosphofructokinase (Trypanosoma brucei brucei), O15648 | AID 485367, 2010;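 also: potency is read from the fitted curve at half-maximal effect; 0% = uninhibited 1x PFK enzyme wells and -100% = no-enzyme wells; nearly all actives have a fitted effect of over 60% in size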
Target sequence (O15648 whole entry, looked up): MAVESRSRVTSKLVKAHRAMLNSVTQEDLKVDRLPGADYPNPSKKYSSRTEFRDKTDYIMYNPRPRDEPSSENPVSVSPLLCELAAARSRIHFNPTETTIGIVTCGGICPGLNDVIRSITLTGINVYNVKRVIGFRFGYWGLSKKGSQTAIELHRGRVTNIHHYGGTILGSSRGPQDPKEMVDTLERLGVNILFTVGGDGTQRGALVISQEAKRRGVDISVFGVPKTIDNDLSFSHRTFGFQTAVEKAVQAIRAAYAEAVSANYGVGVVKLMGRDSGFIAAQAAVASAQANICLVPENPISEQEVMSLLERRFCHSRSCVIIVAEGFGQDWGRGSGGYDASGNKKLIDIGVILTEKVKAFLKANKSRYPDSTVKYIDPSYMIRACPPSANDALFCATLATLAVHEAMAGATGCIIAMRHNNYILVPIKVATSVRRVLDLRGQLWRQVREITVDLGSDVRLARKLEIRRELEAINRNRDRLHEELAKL
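Luminescent ADP detection (ADP-Glo, two-step: ATP depletion then ADP-to-ATP conversion for luciferase) reported PFK activity after 45 min room-temperature reaction of 1.25 nM enzyme with 0.5 mM F6P and 0.1 mM ATP at pH 8.0.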
ELG1 repair inh: qHTS screen for small molecules that inhibit ELG1-dependent DNA repair in human embryonic kidney (HEK293T) cells expressing luciferase-tagged ELG1; HEK293T ELG1-luciferase reporter, luminescence, 16 h; DNA damage induced by 5-fluorouridine; Potency, µM (doses to about 46.1 µM), without a hit: at the highest dose activity change, negative = inhibition, usual class: inhibitors; hit rate 2.3% among 330,000; AID 504467, 2011; also: potency is read from the fitted curve at half-maximal effect; % is scaled to controls: 0 for no effect and ±100 for the full control effect; nearly all actives have a fitted effect of over 55% in size
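DMSO vehicle served as the neutral condition. Each well held 2,000 cells given 5-fluorouridine plus compound; after 16 hr at 37 °C/5% CO2, ONE-Glo was added and luciferase measured 30 min later.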
TRPV1 ag: HTS Assay for Compounds that Act as Agonists of the Vanilloid Receptor 1; Transient receptor potential cation channel subfamily V member 1 (Homo sapiens), Q8NER1; TRPV1-expressing cells, Fluo-8 calcium influx, agonist mode; activation, % at 8.33 µM; hit rate 0.19% among 320,000; AID 540275, 2011; in the data active = activation above about 80%; inconclusive = between about 30% and that limit; also: 0% is about no effect
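TRPV1-expressing cells were cultured overnight at 35.5C and loaded with Fluo-8 calcium dye for 40 to 90 min at room temperature. After a 10 s baseline, compound was added and calcium influx was read kinetically for 3 min (ex 480/em 520 nm).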
NPC1 prom act: qHTS Assay for NPC1 Promoter Activators; Huh7 NPC1 promoter luciferase reporter, 24 h; Potency, µM (highest dose often 9.22 µM), without a hit: top-dose activation, most hits filed as activators; hit rate 2.4% among 320,000; AID 485313, 2010;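 also: potency is read from the fitted curve at half-maximal effect; % of control where 0% means no effect; nearly all actives have a fitted effect of over 60% in size; reporter is driven by a mutant NPC1 promoter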
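Compounds in DMSO were transferred onto Huh7 NPC1-luciferase reporter cells pre-incubated 2 h; after 24 h at 37 °C, Amplite reagent was dispensed and luminescence recorded 10 min later.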
RORg inh: qHTS for inhibitors of ROR gamma transcriptional activity; Nuclear receptor ROR-gamma (Mus musculus), P51450; Drosophila S2 Gal4-RORgamma UAS-luciferase reporter, 20 h; Potency, µM (titrated, usually from 53.6 µM), for the others: top-dose activity change, negative = inhibition, usual class: inhibitors; hit rate 5.4% among 310,000; also: potency is read from the fitted curve at half-maximal effect; % is scaled to controls: 0 for no effect and ±100 for the full control effect; nearly all actives have a fitted effect of over 60% in size
Target sequence (P51450 whole entry, looked up, the tested form may be a part): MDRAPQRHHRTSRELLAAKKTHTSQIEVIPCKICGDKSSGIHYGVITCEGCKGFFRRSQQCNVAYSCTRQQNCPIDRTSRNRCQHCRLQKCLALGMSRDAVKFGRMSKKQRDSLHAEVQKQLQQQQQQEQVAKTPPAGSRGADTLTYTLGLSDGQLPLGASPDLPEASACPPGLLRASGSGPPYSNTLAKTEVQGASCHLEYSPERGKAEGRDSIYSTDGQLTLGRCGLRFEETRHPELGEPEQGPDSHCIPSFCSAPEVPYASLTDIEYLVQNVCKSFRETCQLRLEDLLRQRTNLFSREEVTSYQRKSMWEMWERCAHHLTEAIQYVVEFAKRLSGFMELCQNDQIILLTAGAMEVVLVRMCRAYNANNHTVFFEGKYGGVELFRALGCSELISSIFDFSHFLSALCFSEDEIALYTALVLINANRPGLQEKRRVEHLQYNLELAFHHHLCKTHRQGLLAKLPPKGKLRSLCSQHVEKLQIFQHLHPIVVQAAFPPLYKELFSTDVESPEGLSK
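Using a luciferase readout, inhibitors were identified by reduced reporter activity in Drosophila cells coexpressing a copper-inducible Gal4–ROR gamma fusion and UAS-driven Photinus luciferase, incubated 20 hr after 700 uM copper sulfate.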
Active calls of the source: *; ? = inconclusive; · = not tested or not shown; [ ] = remark or other dose. Unless noted, calls follow the shape of the dose curve; as a rule, active = well fitted curve in the direction sought with a large enough effect; inconclusive = small, poorly fitted or top-dose-only effect, or another doubt; inactive = no such curve, though single readings can be large; an effect the other way counts as inactive or inconclusive. The order is random; overall some 15% were active at least once.

SMILES | p53 reactivation | BRCA1 expr up | FLuc counter | Gal4-VP16 FLuc | Rab9 prom act | ELG1 genotox | Tb PFK block | ELG1 repair inh | TRPV1 ag | NPC1 prom act | RORg inh
CC(C)c1nnc(NC(=O)c2ccc3ccccc3c2)s1 | ? | ? | 2.1µM* | ? | 1µM* | ? | 0% | ? | ? | 1µM* | ?
Cc1cnc(C(=O)OC(C)C(=O)NCc2ccccc2)cn1 (centres undefined) | -1% | -15% | 2% | · | -3% | 0% | -6% | 6% | 0 | -4% | ·
O=C(OCC(=O)N1CCc2ccccc2C1)c1ccc(OC(F)F)cc1 | 3% | -19% | -2% | · | -4% | 1% | -2% | 17% | 13 | 2% | ·
Cc1ccc(C)c(NS(=O)(=O)c2cc(C(=O)N3CCc4ccccc4C3)ccc2Cl)c1 | -8% | -42% | 8% | -16% | 3% | 1% | -1% | -25% | 2 | 1% | ?
CCOc1cc2[nH]c(=S)n(C3CCN(Cc4ccccc4)CC3)c(=O)c2cc1OCC | 2% | -8% | 2% | ? | -7% | 4% | 4% | 2% | -4 | -16% | ?
COC(=O)CSc1nc2c(c(=O)[nH]c(=O)n2C)n1CCC(C)C | 3% | -15% | 4% | -3% | -1% | 0% | 4% | 1% | 3 | 3% | 32%
Cc1csc(SCC(=O)Nc2ccc(F)cc2Cl)n1 | 5% | 23% | · | · | · | -2% | 6% | ? | · | · | ·
COc1ccc(-c2c(C)c3ccc(O)cc3oc2=O)cc1 | 29% | 12% | 15µM* | 4% | 14% | 13%[9.26 µM] | -13% | ? | -4 | ? | 5%
CN(CC(=O)Nc1ccccc1Br)C(=O)CCC1CCCC1 | 12% | -7% | 19µM* | -11% | ? | ? | -5% | ? | 28 | ? | 39%
COc1ccc(N2CC(C(=O)N[C@H](C(=O)NC3CCCCC3)C(C)C)CC2=O)cc1 (some centres undefined) | 1% | 0% | 1% | -3% | 0% | 0% | 3% | 1% | -2 | 1% | 2%
COc1ccc(-n2ncc3c2CC(C)(C)CC3NC(=O)c2ocnc2C)cc1 (centres undefined) | -9% | -23% | -3% | -16% | 2% | -6% | 1% | -5% | ? | -2% | ?
Cc1ccc(-n2ncc3c(NCCCN4CCCC4=O)ncnc32)c(C)c1 | 6% | -6% | -1% | 3% | -4% | -1% | -5% | 2% | -2 | -3% | -7%
O=C(NCc1ccccc1)NC1(C(=O)N2CCCC2)CCCCC1 | 0% | -5% | 2% | -11% | 1% | -6% | 0% | 7% | 2 | 15% | -19%
CCCN(CC(=O)Nc1ccccc1C)C(=O)c1ccc(C2SCCS2)cc1 | -2% | -23% | 5% | · | 1% | -2% | 2% | 11% | 7 | 0% | ·
COc1cc(OC)cc(C(=O)NCC(=O)OCC(=O)c2ccc3c(c2)-c2ccccc2C3)c1 | -2% | 0% | -18% | -3% | -2% | 4% | -7% | ? | 6 | -1% | 27%
O=C(CCC(=O)Nc1ccc(Cl)cc1Cl)NNC(=O)[C@@H]1CCCC[C@@H]1C(=O)O | -4% | -3% | 0% | -7% | 2% | 3% | 0% | 8% | 0 | -11% | 41%
CCOC(=O)C1=C(C)N(Cc2ccccc2)C(=O)NC1c1ccc(OC)cc1 (centres undefined) | -7% | -18% | 4% | 7% | 1% | -13% | 3% | ? | 11 | -3% | ?
O=c1c2nccnc2[nH]c(=S)n1Cc1ccccc1Cl | 0% | 1% | ? | -26% | 1% | 0% | 2% | -3% | 0 | -5% | ?
COC(=O)c1cc(=O)n(Cc2cccs2)c(=Nc2ccccc2)s1 | -6% | -33% | 0% | ? | -3% | 5% | -2% | ? | 5 | -5% | -30%
CC(C)(C)C(=O)OCc1nc(-c2ccc3c(c2)OCCO3)cs1 | ? | 71% | 0.54µM* | -27% | 3.2µM* | ? | 0% | ? | -1 | 2.8µM* | 33%
O=C(CC1C(=O)NCCN1Cc1cccc(F)c1)NCCCOc1cccnc1 (centres undefined) | 2% | -2% | 1% | -9% | 0% | 0% | -10% | 17% | -5 | -5% | 28%
C=C1N(C)c2cc([N+](=O)[O-])c(N)cc2C1(C)C | -2% | -26% | -16% | -3% | 14% | -8% | -2% | -2% | 0 | 0% | 5%
CCCCCCNC(=O)Cc1nc2nc(C)cc(C)n2n1 | 8% | 12% | -3% | -1% | -3% | -3% | -18% | 16% | -3 | 0% | 4%
COCCCN1CCN(C2Cc3ccccc3Sc3ccc(Cl)cc32)CC1 (centres undefined) | -6% | -71% | -1% | -15% | -4% | -1% | 5% | -13% | 7 | 1% | 8%
CCOC(=O)C1CCN(S(=O)(=O)c2ccc(Cl)nc2)CC1 | 2% | -15% | 1% | 1% | 1% | -1% | -5% | -6% | -3 | -4% | 15%
SMILES | p53 reactivation | BRCA1 expr up | FLuc counter | Gal4-VP16 FLuc | Rab9 prom act | ELG1 genotox | Tb PFK block | ELG1 repair inh | TRPV1 ag | NPC1 prom act | RORg inh
COc1ccc(C(=O)NCC(=O)OCC(=O)Nc2c(C)n(C)n(-c3ccccc3)c2=O)cc1 | 15% | -7% | 2% | 10% | 21% | -1% | 1% | 2% | -1 | 0% | -1%
COc1cccc(/C(C)=N/NC(=O)c2cc(-c3cccnc3)nc3ccccc23)c1 | 5% | 0% | -18% | -21% | 0% | 0% | 0% | ? | 7 | 0% | 2%
COc1ccc(C)cc1S(=O)(=O)Nc1cccc(C)c1 | 2% | -1% | -2% | 0% | -1% | 3% | 1% | -1% | 6 | -3% | -18%
Cc1ccc(C(=O)NNC(=O)c2ccccc2)cc1S(=O)(=O)N1CCCCC1 | -2% | 9% | 21µM* | · | -5% | 3% | -6% | 1% | 2 | 0% | ·
NS(=O)(=O)c1ccc(CCNC(=O)c2ccc(Cl)nc2)cc1 | -4% | -3% | -2% | -3% | -4% | 2% | 2% | 13% | 1 | 2% | -2%
CCc1cc(C(=O)NNC(=S)Nc2ccccc2C)cs1 | ? | 10µM* | 6.7µM* | ? | 2.8µM* | ? | -6% | ? | -2 | 3.5µM* | -1%
CCOC(=O)c1sc(NC(=O)CN2CCCC2)c(C(=O)OCC)c1C | · | 31% | 2% | -1% | · | · | · | · | 23 | · | -40%
C#CCOc1ccc(C2C3=C(CC(C)(C)CC3=O)N(CC(=O)O)C3=C2C(=O)CC(C)(C)C3)cc1OC | 25% | 1% | -7% | -15% | 4% | -1% | -4% | 2% | 5 | -1% | -5%
Cc1cccc(C)c1NC(=O)CC(C)c1ccccc1 (centres undefined) | 0% | -4% | 0% | -3% | -1% | -2% | -2% | 4% | 1 | 2% | 2%[1.91 µM]
Cc1ccc(NS(=O)(=O)c2cccc3nsnc23)cc1 | 0% | -2% | 4% | -3% | 1% | 0% | 3% | -1% | -5 | -2% | 17%
COc1ccc(-c2cc(C(=O)N(C)Cc3ccccc3F)c3ccccc3n2)cc1OC | 0% | -71% | -3% | -6% | -1% | 0% | 1% | 3% | 0 | -1% | 14%
CCS(=O)(=O)Nc1cccc(C2=NN(C(C)=O)C(c3cccs3)C2)c1 (centres undefined) | -3% | 3% | -1% | 9% | 10% | 1% | 1% | ? | 2 | -1% | 4%
CCN(CC)S(=O)(=O)c1ccc2[nH]cc(C(=O)NCCCN3CCCCC3)c(=O)c2c1 | 12% | -3% | -1% | -4% | -4% | 0% | 11% | 4% | 3 | -3% | 13%
O=C(c1ccco1)N1CCN(c2ncnc3c(-c4ccc(Cl)cc4)nsc23)CC1 | 27% | -18% | 6µM* | -7% | 9% | ? | 0% | ? | -2 | 1% | 4%
C=CCn1c2ccccc2c2nnc(SCCN3CCCCC3)nc21 | 9% | -28% | -9% | -15% | 0% | -6% | -4% | -3% | 2 | 13% | -9%[1.91 µM]
Cc1cc(=O)n2[nH]c(NCc3c(F)cccc3Cl)nc2n1 | 1% | -2% | ? | -4% | ? | 0% | -2% | 13% | -2 | 10% | 0%
Cc1nnc(SCC(=O)Nc2ncc(Cl)cc2Cl)n1Cc1ccccc1 | 3% | 4% | 6% | ? | 7% | 4% | 3% | 16% | -7 | -1% | 4µM*
